High-throughput results from PubChem.
MEP2-GFP yeast – modulators of TOR pathway MEP2-GFP in S. cerevisiae; S. cerevisiae MEP2-GFP strain, flow cytometry GFP, 3 h; 100% = DMSO control level; hit rate 0.51% among 330,000; GFP response vs DMSO, % at 10 µM; AID 2016;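 active means GFP response versus DMSO above a set limit, roughly screen mean plus 3 SD, cut at about 180% in these data; inconclusive means fewer than 70 cells counted for a yeast strain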;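 further: median GFP fluorescence of the barcode-gated MEP2-GFP cells per well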
GRK2 inh – human GRK2 inhibition via aptamer displacement. P25098. bead flow cytometry, FAM-aptamer displacement from GRK2. inhibition of aptamer binding, % at 10 µM. hit rate 0.59% among 330,000. AID 488847;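 active means inhibition of aptamer binding above 40%, roughly 3 SD of noise, on plates passing a quality check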;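 further: median bead fluorescence of bound FAM aptamer so fluorescent compounds give negative values; no value below 0 was filed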
RPL19A TOR yeast – alters RPL19A-GFP fluorescence in TOR pathway yeast screen. hit rate 0.3% among 330,000. S. cerevisiae RPL19A-GFP strain, flow cytometry, 3 h; hits give low values. AID 2025. percent response vs DMSO, % at 10 µM;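 active means percent response vs DMSO below 50%; inconclusive means fewer than 70 events counted for the yeast strain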;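 further: median channel GFP fluorescence of the barcoded RPL19A-GFP strain; ratio of sample median GFP to plate DMSO average so 100% = DMSO; lower means less RPL19A-GFP as with rapamycin TOR inhibition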
LAP4 TOR yeast – modulators of TOR pathway LAP4-GFP in S. cerevisiae. S. cerevisiae LAP4-GFP multiplex, flow cytometry GFP, 3 h; median GFP as percent of DMSO wells. GFP response vs DMSO, % at 10 µM. hit rate 0.34% among 320,000;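 active means GFP response vs DMSO above a set limit, about the screen mean plus 3 SD, cut at about 150% in these data; inconclusive means under 70 cell events counted for the yeast strain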
CIT2 TOR yeast – modulators of TOR pathway CIT2-GFP in S. cerevisiae; hit rate 0.065% among 320,000; S. cerevisiae CIT2-GFP strain, flow cytometry, 3 h; 100 means same as DMSO wells; GFP response vs DMSO, % at 10 µM;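 active means GFP response relative to DMSO above a set limit, near the screen mean plus 3 SD, cut at about 150% in these data; inconclusive means Fewer than 70 cells measured for a yeast strain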;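 further: ratio of well median GFP fluorescence to mean of DMSO wells on the plate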
JMJD2C inh – blocks human GASC-1 demethylase activity | Q9H3R0 | hit rate 0.069% among 330,000 | AID 2099 | inhibition, % at 2.35 µM | GST-JMJD2C(1-420) H3K9me3 demethylation, DELFIA europium;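 active means more than half of a compound's replicate wells show inhibition beyond 50%, single wells judged on their own value; inconclusive means some, but no more than half, of replicates pass 50% inhibition; inactive means no replicate passes 50% inhibition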;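 further: signal counts dimethyl H3K9 product captured on neutravidin plate; 0% = median of DMSO wells and 100% = 0.3 times that DMSO median; strong numbers were not always called active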
VLA-4 inh – inhibition in a human VLA-4 binding assay; hit rate 0.2% among 330,000; inhibition, % (about 7 µM as worked out from the volumes in the protocol); VLA-4 expressing cells, ligand binding flow cytometry; P13612; in the data active means inhibition above about 50%
Target sequence (P13612 whole entry, looked up): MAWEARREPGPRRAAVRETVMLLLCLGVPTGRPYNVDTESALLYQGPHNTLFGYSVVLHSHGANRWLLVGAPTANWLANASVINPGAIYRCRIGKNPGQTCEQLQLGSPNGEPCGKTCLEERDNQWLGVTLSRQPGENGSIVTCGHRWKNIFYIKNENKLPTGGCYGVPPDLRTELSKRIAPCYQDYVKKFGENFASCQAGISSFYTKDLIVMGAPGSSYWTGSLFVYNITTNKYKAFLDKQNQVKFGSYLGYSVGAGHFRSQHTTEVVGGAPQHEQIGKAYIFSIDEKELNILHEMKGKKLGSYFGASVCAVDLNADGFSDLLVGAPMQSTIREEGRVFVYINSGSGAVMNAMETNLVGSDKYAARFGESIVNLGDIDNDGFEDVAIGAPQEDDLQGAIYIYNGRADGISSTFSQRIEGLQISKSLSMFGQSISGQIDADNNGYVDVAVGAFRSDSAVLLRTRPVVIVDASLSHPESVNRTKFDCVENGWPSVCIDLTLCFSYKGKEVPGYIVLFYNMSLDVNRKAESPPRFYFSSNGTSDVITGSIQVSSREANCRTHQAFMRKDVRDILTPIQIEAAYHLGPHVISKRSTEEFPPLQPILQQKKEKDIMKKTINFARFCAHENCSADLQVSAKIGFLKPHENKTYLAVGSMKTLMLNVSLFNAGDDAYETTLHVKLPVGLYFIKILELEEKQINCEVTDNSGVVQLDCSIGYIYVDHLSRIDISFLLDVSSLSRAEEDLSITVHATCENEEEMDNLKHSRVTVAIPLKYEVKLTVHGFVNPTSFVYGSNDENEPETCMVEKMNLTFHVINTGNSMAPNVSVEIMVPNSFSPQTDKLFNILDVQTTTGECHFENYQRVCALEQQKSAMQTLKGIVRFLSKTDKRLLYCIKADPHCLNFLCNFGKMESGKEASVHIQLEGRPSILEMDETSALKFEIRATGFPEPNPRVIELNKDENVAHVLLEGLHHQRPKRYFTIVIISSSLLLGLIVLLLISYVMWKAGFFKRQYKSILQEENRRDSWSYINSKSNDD
AGP1 TOR yeast – yeast TOR pathway AGP1-GFP modulation | S. cerevisiae AGP1-GFP multiplex flow cytometry, 3 h; GFP as percent of DMSO wells | GFP response vs DMSO, % at 10 µM | hit rate 0.02% among 320,000;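 active means GFP response relative to DMSO above a set limit, near screen average plus 3 SD, cut at about 150% in these data; inconclusive means fewer than 70 cells counted for the yeast strain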;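 further: median GFP channel fluorescence of the gated AGP1 strain per well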
* marks the source's active call; other numbers are inactive results; ? = inconclusive; . = not tested or not shown; & = joins results of further samples.

SMILES	MEP2-GFP yeast	GRK2 inh	RPL19A TOR yeast	LAP4 TOR yeast	CIT2 TOR yeast	JMJD2C inh	VLA-4 inh	AGP1 TOR yeast
CN(C)c1ccc(/C=N/NC(=O)CN(c2ccccc2Cl)S(C)(=O)=O)cc1Br	102	0	99	96	98	1	-1	102
CCC(C)[C@H]1COCCS(=O)(=O)N1Cc1ccc(C)cc1 (stereo partly specified)	88	3	91	110	60	-14	15	70
CC(=O)CCC(=O)N1CCCC(N2CCN(c3cccc(Cl)c3)CC2)C1 (stereo unspecified)	112	1	105	97	109	-6	-3	101
CCc1ccc(NC(=O)C2CCN(S(=O)(=O)c3cnc[nH]3)CC2)cc1	102	0	100	96	100	-11	21	99
O=C(c1ccc(-c2cccc(C(F)(F)F)c2)o1)N1CCCC(C(F)(F)F)C1 (stereo unspecified)	107	0	102	106	109	5	30	105
O=S(=O)(NCc1c(Cl)cccc1Oc1ccccc1)c1ccc(F)cc1	102	0	99	107	95	4	19	106
CNc1nc(C)nc(-n2nc(C)cc2C)n1	105	0	101	103	98	-3	-7	99
O=C(O)c1cc(-c2ccc3ccccc3c2)nc2ccc(F)cc12	101	3	99	104	97	3	-2	94
CC1CCN(C2(O)C(=O)Nc3ccc(Br)cc32)CC1 (stereo unspecified)	98	0	97	104	96	0	5	101
Cc1nc(N2CCC(C)CC2)c2nnn(Cc3ccccc3)c2n1	105	0	98	101	95	3	5	96
COc1ccc(/C=C2\SC(N)=NC2=O)cc1Br	104	0	102	91	97	6	13	95
O=c1onc(-c2ccccc2)c2ccccc12	96	2	96	129	91	-2	21	94
CC1(C)Cc2ccccc2C(/C(=N/O)C(N)=O)=N1	101	2	97	108	99	-9	5	106
CCOC(=O)c1n[nH]c2ccccc12	103	1	101	116	100	8	30	111
COc1ccc(-c2cc(N)n(S(=O)(=O)c3ccc(F)cc3)n2)cc1OC	113	0	98	105	96	11	-4	101
S=c1[nH]nc(NCCc2ccccc2)s1	111	3	108	110	104	6	-3	109
COc1ccc(NC(=O)Nc2ccc3[nH]ccc3c2)cc1	93	.	93	96	110	-18	-5	88
O=C(Nc1cc2ccccc2oc1=O)c1ccccc1	98	1	95	125	87	-10	4	92
COc1ccc(CC2S/C(=N/N=C/c3ccc(O)cc3)NC2=O)cc1 (stereo unspecified)	96	100*	98	96	96	8	1	93
Cc1c(-c2ccccc2)sc(N)c1C(=O)N1CCOCC1	100	0	102	102	97	4	-3	103
O=C(Nc1ccccc1F)c1cc(C(=O)Nc2ccccc2F)cc([N+](=O)[O-])c1	108	3	101	98	102	-2	13	100
COc1cc(S(=O)(=O)N2CCOCC2)ccc1NC(=O)CN1c2cccc3cccc(c23)S1(=O)=O	93	3	97	92	97	-2	-3	99
CCN(CC)S(=O)(=O)c1ccc(Oc2ccccc2OC)cc1	104	0	100	109	101	11	-10	99
Cc1cccc(/C=N\Nc2cn[nH]c(=O)c2Cl)c1	109	0	103	108	113	6	-5	108
O=S1(=O)CC(N2CCCCC2)C(N2CCCCC2)C1 (stereo unspecified)	102	0	103	90	107	-1	-5	102
CC(C)OCCCN(C)C1CCN(S(=O)(=O)c2ccc(-c3cc(C(F)(F)F)no3)s2)CC1	95	0	96	99	94	-5	8	105
COC(=O)CCCCCCCCCCN1CCCCC1	101	0	110	102	104	0	-6	106
CC(=O)/C=C(\C)Nc1c(C)n(C)n(-c2ccccc2)c1=O	103	0	109	101	114	-8	7	124
Cc1cccc(NC(=O)CCn2ccnc2C)c1	96	2	95	93	91	-1	-1	93
CCn1c(CCNC(=O)c2ccc(OC)cc2)nnc1SCc1ccc(Cl)cc1Cl	92	4	98	90	84	25	21	93
CCNc1nc(NC(C)C)nc(N(C)C#N)n1	96	2	102	112	101	6	11	111
CCN(C(=O)COC(=O)CSc1cc(C)c2ccccc2n1)c1ccccc1	104	0	102	104	105	?	-1	102
CC(C(=O)N(C)C1CCS(=O)(=O)C1)N1C(=O)/C(=C/c2ccc(F)cc2)SC1=S (stereo unspecified)	102	4	100	104	104	7	-5	102
CCC[C@@H](CN1CCC[C@H]1CN1C(N)=NC[C@H]1C(C)C)N1C[C@@H](Cc2ccccc2)N(CCCC2CCCC2)C1=N	90	0	94	88	94	-6	-30	91
CC1=Nn2c(nc3sc4c(c3c2=O)CCCC4)SC1	103	0	99	92	104	-16	24	99
Cc1ccc(CNC(=O)NC23CC4CC(CC(C4)C2)C3)cc1	106	1	98	90	100	-7	6	93
S=C(Nc1ccccc1)Nc1ccc(Cl)cc1Cl	102	0	95	98	.	0	1	97
COc1ccc(Cl)cc1NC(=O)COC(=O)C1CCCCC1	103	0	102	107	94	11	7	101
O=C(COC(=O)c1cc(=O)[nH]c2ccccc12)NC1CCCCC1	103	4	93	116	103	.	3	104
N#C/C(=C\c1ccc(-c2ccc(Br)cc2)o1)C(=O)NCCc1c[nH]c2ccccc12	103	0	99	91	102	-2	-2	95
CCN(CC)CCn1c2c(c(SCC(=O)Nc3nccs3)nc1=O)CCCC2	99	3	103	109	111	-5	37	109
COc1cccc(NC(=O)N2CCN(c3nnnn3-c3ccccc3)CC2)c1	95	0	99	114	96	-2	2	100
CC(=O)c1cccc(NC(=O)NNC(=O)c2ccc3ccccc3c2)c1	107	0	97	93	103	-4	-4	94
N=C1/C(=C/c2cccs2)C(=O)N=C2SN=C(SCc3ccccc3)N12	115	6	105	101	108	8	-7	104
CC(C)Oc1cccc(C(=O)C2CCCN(C(=O)c3cc(C4CC4)[nH]n3)C2)c1 (stereo unspecified)	113	0	100	92	103	0	-1	102
CCOC(=O)c1c(C)[nH]c(C)c1C(=O)CSc1nnc(N)s1	102	2	97	94	105	3	9	101
CC(Oc1ccccc1)C(=O)Nc1nnc(C2CCCCC2)s1 (stereo unspecified)	110	1	103	126	97	0	12	97
COc1ccc(NC(=O)CSCC(=O)Nc2sccc2C#N)cc1	100	3	101	110	98	-5	-11	111
CC(C)Cc1nnc(NC(=O)CN2C(=O)NC3(CC(C)CC(C)(C)C3)C2=O)s1 (stereo unspecified)	98	3	93	110	108	-1	2	111
Cc1ccc(CSCC(=O)N(C)CC(=O)Nc2ccccc2C(F)(F)F)cc1	106	3	98	116	101	2	3	104
CCOC(=O)c1c(C)[nH]c(C)c1C(=O)CSc1nc(N)cc(N)n1	91	3	92	86	89	0	10	96
O=C(Nc1cc2c(oc1=O)CCCC2=O)c1ccccc1	101	7	100	102	85	-8	-3	89
CCOc1ccc(N2C(=O)CN=C2Nc2ccccc2F)cc1	109	0	104	103	105	3	4	101
Cc1ccc(-c2csc(/C(C#N)=C/Nc3ccccc3SC(F)(F)F)n2)c(C)c1	93	3	100	89	95	-3	4	92
Cc1cc(C)n2cc(CSc3nnnn3-c3ccccc3)nc2n1	102	0	100	98	96	15	8	102
O=C(CSc1nncc2ccccc12)Nc1cccc(C(=O)O)c1	102	2	97	104	98	-2	2	103
CCCCNc1c(-c2ccc(OC)c(Sc3ccc(OC)cc3)c2)nc2cnccn12	96	0	92	106	83	.	-13	93
COc1ccc(/C=C(\C#N)C(=O)Nc2cc(S(=O)(=O)N3CCCCC3)ccc2N2CCCCC2)cc1	106	0	102	98	102	-8	-2	100
CCOC(=O)c1c(-c2ccc(C)o2)csc1NC(=O)CSc1ncn[nH]1	101	1	103	109	110	3	3	.
CCC(C)(C)n1c(=O)[nH]c2c(c1=O)CCC2	90	2	93	90	87	2	6	93

Shown with two lines to a compound: entries from further up.
The line under a structure holds: MEP2-GFP yeast	GRK2 inh	RPL19A TOR yeast	LAP4 TOR yeast	CIT2 TOR yeast	JMJD2C inh	VLA-4 inh	AGP1 TOR yeast
> Cc1ccc(CSCC(=O)N(C)CC(=O)Nc2ccccc2C(F)(F)F)cc1
  106	3	98	116	101	2	3	104
> CCOC(=O)c1c(C)[nH]c(C)c1C(=O)CSc1nc(N)cc(N)n1
  91	3	92	86	89	0	10	96

Molecules listed so far that have a COOH group, in the order listed:
SMILES	MEP2-GFP yeast	GRK2 inh	RPL19A TOR yeast	LAP4 TOR yeast	CIT2 TOR yeast	JMJD2C inh	VLA-4 inh	AGP1 TOR yeast
O=C(O)c1cc(-c2ccc3ccccc3c2)nc2ccc(F)cc12	101	3	99	104	97	3	-2	94
O=C(CSc1nncc2ccccc12)Nc1cccc(C(=O)O)c1	102	2	97	104	98	-2	2	103

Additional entries.
SMILES	MEP2-GFP yeast	GRK2 inh	RPL19A TOR yeast	LAP4 TOR yeast	CIT2 TOR yeast	JMJD2C inh	VLA-4 inh	AGP1 TOR yeast
N#CC1=C(N)SC(C(=O)c2ccccc2)C1c1cccs1 (stereo unspecified)	121	6	99	99	98	-3	2	118
OC(CNC1CCCCCC1)COc1cccc2ccccc12 (stereo unspecified)	95	52*	98	94	103	10	2	99
COc1ccc(-c2c3c(nc4sc(C(=O)Nc5ccccc5)c(N)c24)CCC3)cc1	106	0	102	105	96	-1	14	102
O=C(Nc1ccccc1Cl)NC1(C(=O)NCc2ccncc2)CCCCC1	104	4	101	93	102	-20	10	104
CCOC(=O)C(=CNc1ccc(O)c(C(=O)OC)c1)C(=O)OCC	99	3	97	130	69	-6	12	83
COc1ccc(OCC(=O)Nc2ccc(S(=O)(=O)N3CCCC3)cc2)cc1	94	0	95	84	97	2	16	91
CSc1ccccc1NC(=O)c1cccnc1	106	0	96	102	100	-15	8	103
COc1cc2c(cc1OC)CN(C(=O)/C=C/c1ccc([N+](=O)[O-])cc1)CC2	103	0	102	102	104	3	-9	106
O=[n+]1cc(-c2ccc(Cl)cc2)n([O-])c2c1CCCCC2	105	2	107	92	103	-7	9	101
COC(=O)c1ccccc1Oc1ccc(NC(=O)C(C)(C)CCl)cc1	102	4	99	100	104	-9	4	100
Cc1ccc(C(=O)COC(=O)CCNS(=O)(=O)c2ccccc2F)cc1	92	0	94	94	103	0	5	98
O=C(O)C1CCCCC1C(=O)Nc1ccc2c(c1)OCCO2 (stereo unspecified)	107	1	106	103	110	?	10	108
CSc1nnc(-c2ccccc2)c(=O)[nH]1	101	0	106	94	107	5	7	104
CN(C(=O)c1ccncc1)c1nnc(-c2ccccn2)s1	97	0	98	94	.	-46	8	95
O=C(CCN1CCN(CCO)CC1)Nc1ccc(C2CCCC2)cc1	97	0	97	92	87	170	0	97
N#Cc1ccc(CSc2ccccn2)c(Cl)c1	103	2	100	96	103	-5	4	101
CCN(CC)S(=O)(=O)c1cccc(C(=O)Nc2ccc3c(c2)OCO3)c1	87	0	92	96	94	-22	9	97
CSCCC(NC(=O)COc1ccccc1)C(=O)N(C)Cc1ccc(SC)cc1 (stereo unspecified)	97	3	98	101	87	-2	2	100
Cc1c(Cl)c(-c2n[nH]c(=S)n2CC(C)C)nn1C	105	2	101	99	104	19	-21	105
CCOC(=O)C1=C(C)NC(=O)NC1C (stereo unspecified)	99	2	98	99	99	-5&6	5	106
COc1ccc(NC(=O)c2sc3nc(N4CCOCC4)c4c(c3c2N)CC(C)(C)OC4)c(OC)c1	88	0	89	80	90	19	12	91
Cc1ccc(N2CCN(S(=O)(=O)c3ccc(F)cc3)CC2)c(C)c1	92	0	94	101	90	-12	8	95
NCCCCC(=O)O	99	0	103	105	88	-7	6	92
O=C(Nc1ccccc1N1CCOCC1)c1ccc(F)c(S(=O)(=O)N2CCOCC2)c1	102	0	102	101	97	9	-24	102
C=CCn1c(Cc2ccc(OCC)cc2)nnc1SCC(N)=O	102	2	98	97	96	-9	2	103
CSc1c(CC(=O)Nc2ccccc2)n(Cc2ccccc2)c2ccccc12	98	2	104	96	105	5	5	103
Cc1noc(C)c1COc1cccc(C(=O)OCC(=O)NC(=O)c2ccc(OC(F)F)cc2)c1	94	0	103	106	103	-5	18	103
